Compound activity deposited in PubChem BioAssay by National Center for Advancing Translational Sciences (NCATS).
EPAC1 antag: EPAC1 (human) antagonism | O95398 | EPAC1 GEF assay, Rap1b-BODIPY-GDP exchange fluorescence | Potency, µM (doses to about 115 µM), for the others: at the top dose activity change, negative = inhibition, usual class: inhibitors | actives 0.14% (n = 360,000) | AID 720709;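 further: potency means the concentration at half of the fitted maximal effect; plate controls were vehicle for no effect and positive control for full effect; nearly all actives have a fitted effect of over 50% in size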
WRN helicase inh: blocks human WRN helicase. AID 651768. Potency, µM (doses to about 114 µM), for inactives: at the top dose activity change, negative = inhibition, actives largely listed as inhibitors. WRN helicase unwinding, fluorescent forked duplex, kinetic. Q14191. actives 0.46% (n = 360,000); further: potency means the concentration at half of the fitted maximal effect; on the % scale 0 is the no-effect control and ±100 the full control effect; nearly all actives have a fitted effect of over 55% in size
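Kinetic fluorescence helicase assay: unwinding of a quenched forked DNA duplex (100 nM final) with 2 mM ATP final raises red fluorescence (525/598 nm). Compounds sat 15 min at room temperature with 20 nM WRN beforehand.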
EPAC1 ag: EPAC1 (human) agonism; Potency, µM (highest dose often 154 µM), for the others: at the top dose activation, most hits filed as activators; actives 0.073% (n = 360,000); AID 720707; O95398; EPAC1 agonist qHTS, biochemical assay; response scale: 100% = response to 6.5 mM cAMP; further: potency means the concentration at half of the fitted maximal effect; nearly all actives have a fitted effect of over 60% in size
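Nucleotide exchange assay: 100 nM EPAC1 with 250 nM Rap1B loaded with BODIPY-GDP and 50 uM GDP, room temperature. Fluorescence (480/540 nm) read every 5 min for 30 min; signal change normalized to 6.5 mM cAMP as full agonist.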
IL2 activator: activates IL-2 in a cell-based reporter assay | IL-2 activation reporter assay, cell-based qHTS; stimulated with anti-CD3/CD4/CD28 beads; in transgenic mouse T cells | activation, % (series mostly up to about 46 µM) | actives 0.065% (n = 360,000) | AID 652025; in the data active means activation above about 50%; inconclusive means mostly about 30% to 49%; further: 0% is about no effect
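Readout: EGFP and DsRed signals by fluorescent plate cytometry. Unstimulated transgenic mouse T cells received compound 60 min before antibody-bead stimulation, then incubated 18 h at 37 degrees C.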
PI5P4Ka inh: blocks human PI5P4K alpha kinase activity; P48426; AID 652105; PI5P4Kalpha enzyme, ADP-Glo luminescence, 60 min; stronger effect = lower value; actives 1.2% (n = 330,000); max response, %; active means max response of -50% or lower; inconclusive means between -30% and -50%; inactive means -30% or higher; further: value at the top dose of about 77 µM; on the % scale 0 is the no-effect control and ±100 the full control effect
Target sequence (P48426 whole entry, looked up): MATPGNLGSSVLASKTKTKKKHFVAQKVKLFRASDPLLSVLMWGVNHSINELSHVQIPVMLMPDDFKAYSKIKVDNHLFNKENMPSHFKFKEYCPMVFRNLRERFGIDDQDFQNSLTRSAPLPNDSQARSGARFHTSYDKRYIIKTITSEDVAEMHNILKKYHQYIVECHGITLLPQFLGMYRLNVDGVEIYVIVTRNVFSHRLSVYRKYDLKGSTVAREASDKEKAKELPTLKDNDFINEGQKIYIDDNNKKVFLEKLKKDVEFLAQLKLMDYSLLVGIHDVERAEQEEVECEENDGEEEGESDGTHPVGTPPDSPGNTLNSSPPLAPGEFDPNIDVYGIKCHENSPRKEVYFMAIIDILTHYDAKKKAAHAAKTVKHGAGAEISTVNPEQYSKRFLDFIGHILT
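Luminescence from ADP-Glo served as readout of PI5P4Kalpha activity in a qHTS format. Reaction: enzyme, substrate, compound, ATP at 5 microM final, 60 min at RT.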
FUS yeast rescue: FUS proteinopathy suppression in yeast; S. cerevisiae FUS-expressing, growth rescue, OD600, 24 h; Potency, µM (highest dose often 76.6 µM), without a hit: top-dose growth rescue (activation), hits mostly activators; actives 0.24% (n = 390,000); AID 1347120;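 further: potency means the concentration at half of the fitted maximal effect; plate controls were DMSO vehicle for no effect and reference control for full effect; nearly all actives have a fitted effect of over 55% in size; some results filed as inactive show a strong effect at the top dose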
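S. cerevisiae expressing FUS from galactose induction served as the toxicity model. Growth after 24hr at 30C, read as absorbance at 600 nm, indicates suppression of toxicity; compounds dosed at several concentrations.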
PLK1 PBD block: PLK1 (human) polo-box domain binding inhibition | P53350 | Plk1 PBD binding of FITC phosphopeptide, fluorescence polarization | Potency, µM, for the others: max response, negative = inhibition, most hits filed as inhibitors | actives 2.8% (n = 360,000); further: potency means the concentration at half of the fitted maximal effect; series mostly up to about 57 µM; on the % scale 0 is the no-effect control and ±100 the full control effect; nearly all actives have a fitted effect of over 65% in size
Target sequence (P53350 whole entry, looked up, the tested form may be a part): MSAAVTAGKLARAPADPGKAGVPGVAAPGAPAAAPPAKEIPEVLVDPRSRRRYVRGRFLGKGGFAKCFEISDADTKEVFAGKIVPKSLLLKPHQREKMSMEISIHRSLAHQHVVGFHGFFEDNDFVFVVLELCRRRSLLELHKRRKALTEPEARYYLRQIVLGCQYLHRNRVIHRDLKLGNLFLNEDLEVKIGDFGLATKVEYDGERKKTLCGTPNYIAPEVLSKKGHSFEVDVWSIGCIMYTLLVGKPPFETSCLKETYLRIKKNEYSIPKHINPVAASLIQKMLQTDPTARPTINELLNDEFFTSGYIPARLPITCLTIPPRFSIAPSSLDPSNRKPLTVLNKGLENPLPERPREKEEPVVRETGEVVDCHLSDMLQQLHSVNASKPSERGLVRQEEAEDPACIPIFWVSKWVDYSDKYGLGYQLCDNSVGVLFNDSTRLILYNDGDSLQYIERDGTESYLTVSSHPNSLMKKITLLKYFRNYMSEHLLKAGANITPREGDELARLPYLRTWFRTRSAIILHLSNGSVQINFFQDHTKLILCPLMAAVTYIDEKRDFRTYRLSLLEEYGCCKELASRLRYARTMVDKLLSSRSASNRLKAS
Abeta yeast res: A-beta toxicity reversal in yeast; Potency, µM (series often up to 46.1 µM), for the others: at the highest dose growth rescue, most hits filed as activators; actives 0.063% (n = 410,000); yeast expressing A-beta42, growth rescue, OD600, 48 h; response scale: 0% DMSO, 100% iron-clioquinol control; further: potency means the concentration at half of the fitted maximal effect; nearly all actives have a fitted effect of over 55% in size
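Growth rescue measured by 600 nm absorbance after 48 h yeast culture at 30 C with compound. Values normalized between DMSO and an equimolar ferric chloride plus clioquinol control.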
Active calls of the source: *; ? = inconclusive; nt = no result given; & = joins results of further samples; [ ] = another dose, or the depositor's remark. Unless noted, the call rests on the fitted dose curve; in most records, active means well fitted curve in the direction sought with a large enough effect; inconclusive means small, poorly fitted or top-dose-only effect, or another doubt; inactive means no such curve, though single readings can be large; an effect the other way counts as inactive or inconclusive.

Compound	EPAC1 antag	WRN helicase inh	EPAC1 ag	IL2 activator	PI5P4Ka inh	FUS yeast rescue	PLK1 PBD block	Abeta yeast res
Cc1ccc(N2C(=O)/C(=C\c3ccc(C(C)C)cc3)N=C2SC2CCOC2=O)cc1 (stereo not drawn)	2%	1%	8%	-2.9	8	nt	-9%	-5%
CCN(CCO)c1cc(Cl)nc(SC)n1	-17%	3%	6%	0.9	-4	12%	-4%	8%
COc1ccc(C(=O)c2ccc([N+](=O)[O-])cc2Cl)cc1	?	-15%	5%	0.3	0	0%	-10%	-5%
CN1CCN(c2ccc(NC(=O)c3cc(S(N)(=O)=O)ccc3N3CCOCC3)cc2)CC1	-29%	2%	2%	-0.2	-1	5%	-15%	-10%
O=C(c1ccc(C(F)(F)F)cc1)C1CCCN(C(=O)c2cnccn2)C1 (stereo not drawn)	-13%	14%	-11%	3.1	3	16%	?	-18%
Cc1ccccc1CS(=O)(=O)CC1(O)CCN(C(=O)c2cccc(C(F)(F)F)c2)CC1	3%	3%	2%	-2.8	nt	25%	-3%	4%
CCOC(=O)CSc1nnc(CNC(=O)c2ccccc2OC)n1-c1ccc(OC)cc1	-3%	-5%	12%	-0.6	nt	-9%	-4%	18%
CCC1CCCCN1Cc1ccc(N)cc1 (stereo not drawn)	-13%	-5%	8%	0.7	0	-13%	-3%	0%
COC(=O)C1=C(N)OC2=C(C(=O)CCC2)C1c1ccccc1OC (stereo not drawn)	7%	6%	-4%	-1.5	-1	4%	-25%	6%
Cc1cc(C)nc(N2CCN(S(=O)(=O)c3ccc(F)cc3)CC2)n1	11%	-3%	5%	0.6	-3	5%	1%	18%
Cc1ccc(Cn2c(C(CO)Nc3nc(-c4ccc(F)cc4)cs3)nc3ccccc32)cc1 (stereo not drawn)	-29%	-7%	-10%	-4.1	-2	?	-10%	?
Cc1cc(C)cc(CN2C(=O)NC3(CCCCCC3)C2=O)c1	-4%	-3%	8%	-0.2	6	8%	-6%	11%
COc1ccccc1CNC(=O)c1ccc(Br)o1	-25%	-6%	3%	-1.2	2	-14%	-19%	1%
O=C(CSc1nccc2ccccc12)N1CCN(c2ccccn2)CC1	-15%	-10%	-3%	-2.2	-2	-7%	-16%	0%
CN1C(=O)Cc2cc(S(=O)(=O)Nc3ccc(N4CCOCC4)cc3)ccc21	12%	11%	8%	1.2	-1	9%	0%	0%
O=C(CSc1nnc(Cc2ccccc2)n1Cc1ccco1)NC1CCCC1	-1%	-3%	-2%	0.1	nt	20%	-6%	14%
Cc1ccc(CNCC2CCCO2)s1 (stereo not drawn)	1%	-2%	1%	-2.8	4	34%	-12%	4%
COc1ccc(C(=O)COC(=O)c2ccn(C)n2)cc1	6%	-2%	16%	-3.1	-2	-6%	-10%	-19%
CC1CC(C)CN(C(=O)Cn2ncc3c([nH]c4ccccc43)c2=O)C1 (stereo not drawn)	-2%	3%	-1%	17	-8	12%	24µM*	7%
CCOC(=O)C1CCCN(C(=O)CSc2nnc3nc(C)cc(C)n23)C1 (stereo not drawn)	3%	-10%	7%	0.1	-5	13%	-20%	-11%
Cc1ccc(C(=O)NCc2ccccn2)cc1Cl	13%	13%	-8%	-0.3	-5	-3%	?	-22%
O=C(Nc1cccc2cccnc12)c1ccc(Br)o1	0%	-7%	3%	2.6	nt	24%	-2%	-1%
O=C1CCCC(=O)C1=C1SCCS1	-10%	1%	-1%	0.5	-6	nt	-5%	6%
N#Cc1ccc(C(=O)NC2CCCc3ccccc32)cc1 (stereo not drawn)	9%	7%	7%	1.0	3	22%	-6%	16%
COc1ccc(C(=O)CSc2nncn2C)cc1	-9%	-4%	6%	0.9	0	-22%	-6%	18%
Cn1c(N)c(C(=O)CSc2nnc(C3CC3)n2Cc2ccccc2)c(=O)n(C)c1=O	1%	-1%	1%	0.2	0	-3%	3%	10%
CCCc1nc2ccc(C(=O)OC)cn2c1Cc1ccc(C)cc1	-28%	-3%	-4%	0.7	-4	12%	-12%	-8%
O=C(COc1ccc(Br)cc1)NCCNC(=O)c1ccccn1	7%	-15%	4%	-2.5	-1	nt	0%	-11%
CCOC(=O)c1ccc(Nc2nnc(C)c3ccccc23)cc1	6%	-2%	-1%	-2.2	-1	8%	-9%	-3%
CCCOC1CCCN(C(=O)CCc2nnc(-c3ccc4c(c3)OCO4)o2)C1 (stereo not drawn)	-16%	-19%	-1%	-1.8	2	10%	-2%	7%
OC(CNCCN1CCNCC1)Cc1ccccc1 (stereo not drawn)	-4%	-30%	14%	0.9	-5	6%	-8%	7%
O=C(Cn1cc(C(=O)c2ccco2)c2ccccc21)Nc1ccccc1	16%	3%	-7%	-0.9	2	-20%&-3%	0%	15%&6%
COc1cccc(C2NC(=O)CCC2[N+](=O)[O-])c1OC (stereo not drawn)	8%	4%	4%	1.3	-1	-4%	4%	7%
COc1ccc(NC(=O)c2cccs2)cc1	-4%	-10%	0%	0.0	1	21%	-2%	-19%
S=C(NCc1cccnc1)Nc1ccc2c(c1)OCO2	0%	5%	5%	-2.3	-4	5%	-1%	10%
CCOC(=O)N(C)c1c(CC)nc2c(OCc3ccc(OC(F)F)cc3)cccn12	-8%	-2%	-3%	1.0	-2	7%	-6%	15%

Full records as entered above:
COc1cccc(C2NC(=O)CCC2[N+](=O)[O-])c1OC (stereo not drawn) is entered as EPAC1 antag: 8%; WRN helicase inh: 4%; EPAC1 ag: 4%; IL2 activator: 1.3; PI5P4Ka inh: -1; FUS yeast rescue: -4%; PLK1 PBD block: 4%; Abeta yeast res: 7%
Cc1ccccc1CS(=O)(=O)CC1(O)CCN(C(=O)c2cccc(C(F)(F)F)c2)CC1 is entered as EPAC1 antag: 3%; WRN helicase inh: 3%; EPAC1 ag: 2%; IL2 activator: -2.8; PI5P4Ka inh: nt; FUS yeast rescue: 25%; PLK1 PBD block: -3%; Abeta yeast res: 4%

Further compounds
Compound	EPAC1 antag	WRN helicase inh	EPAC1 ag	IL2 activator	PI5P4Ka inh	FUS yeast rescue	PLK1 PBD block	Abeta yeast res
CN(C(=O)C1CCN(S(=O)(=O)c2ccccc2[N+](=O)[O-])CC1)C1CCCCC1	7%	-1%	2%	-0.4	0	14%	0%	-17%
CCc1cccc(NC(=O)C2CCN(S(=O)(=O)c3c(C)noc3C)CC2)c1	-19%	-4%	11%	0.1	4	7%	-4%	19%
COc1ccc(CCNC(=O)Cc2ccc(OCc3ccccc3)c(OC)c2[N+](=O)[O-])cc1OCc1ccccc1	4%	-3%	4%	-6.8	-2	nt	2%	11%
CCOc1cccc(/C=N/NC(=O)C2CCCC2)c1O	-1%	0%	8%	-3.1	3	5%	2%	3%
Cc1ccc2sc(N(CCN(C)C)C(=O)c3ccc(S(=O)(=O)N4CC(C)OC(C)C4)cc3)nc2c1C (stereo not drawn)	-19%	2%	1%	-0.6	16	12%	0%	12%
O=C(COC(=O)C1(c2ccccc2)CCCC1)N1CCNC1=O	-16%	-1%	-6%	2.4	0	10%	-17%	-1%
Fc1ccccc1COc1ccc(/C=N/n2cnnc2)cc1	-4%	-4%	1%	-1.5	nt	19%	-8%	-3%
O=C(NCC(=O)N(c1cccnc1)C(C(=O)NC1CCCC1)c1cccs1)c1cccs1 (stereo not drawn)	-16%	0%	1%	-3.5	-6	-9%	0%	-10%
O=C(Nc1cccc(C(F)(F)F)c1)c1csc(COCCO)n1	-8%	2%	1%	-0.2	0	-13%	-17%	-29%
C(#CCN1CCCC1)CC(c1ccccc1)c1ccccc1	7%	3%	5%	-2.0	3	10%	-15%	-20%
CC1CCCCC12NC(=O)N(CC(=O)Nc1ccc(N3CCCCC3)cc1)C2=O (stereo not drawn)	-2%	-2%	4%	-2.2	1	9%	-11%	2%
O=C(NCc1ccc(F)c(F)c1)C1CCC(=O)N(CCc2ccccc2)C1 (stereo not drawn)	-12%	-8%	4%	-1.9	12	26%	6%	5%
Cn1cnnc1SCc1ccc(C(=O)NN)cc1	-5%	-4%	2%	0.6	-6	-1%	-4%	-19%
COCCSc1ccccc1C(=O)Nc1cc([N+](=O)[O-])ccc1OC	-3%	6%	4%	-0.4	2	-22%	-12%	10%
CC1=C(C(=O)OCCOC(C)C)C(c2cccc3ccccc23)NC(=O)N1 (stereo not drawn)	-22%	0%	-3%	-4.4	-12	18%	-10%	-8%
COc1cccc(-c2sc3ccc(OC)cc3c2-c2ccc(OCCN3CCCC3)cc2)c1	2%	-6%	20%	-1.0	17	44%	-2%	-19%
CC(C)NC(=O)Nc1ccc2c(c1)C(=O)N([C@H](C)CO)C[C@H](C)[C@@H](CN(C)Cc1ccc3c(c1)OCO3)OCCCC[C@@H](C)O2	-10%	-4%	-5%	0.1	-6	4%	1%	10%
Cc1[nH]n(-c2ccccc2)c(=O)c1-c1cccc(Cl)c1	4%	0%	1%	-0.5	-1	11%	-2%	-5%
O=C(CSc1nnc(CNC(=O)C23CC4CC(CC(C4)C2)C3)n1-c1ccc(F)cc1)Nc1ccccc1	0%	2%	-13%	1.8	10	4%	-1%	11%
O=C(c1ccccc1)C1CC=CCC1C(=O)c1ccccc1 (stereo not drawn)	?	-26%	10%	-0.6	9	10%	-12%	-6%
O=[N+]([O-])c1ccc(NCCCO)c(C(F)(F)F)c1	-21%	-12%	-7%	-0.6	-4	nt	-11%	14%
COc1cc(C(=O)NCCC(=O)NC2CCCc3ccccc32)cc(OC)c1OC (stereo not drawn)	2%	-5%	4%	-1.2	0	-5%	-15%	7%
CC(=O)Nc1cccc(NC(=O)CCCC(=O)O)c1	-19%	-2%	3%	1.6	nt	4%	3%	9%
CCOC(=O)c1nncc(-c2ccccc2)n1	-3%	8%	-11%	0.7	-3	-31%	-10%	1%
O=C(O)CN1CCNCCN(CC(=O)O)CCNCC1	9%	-4%	-4%	1.7	2	nt	-1%	1%
O=C(CSc1ccccn1)N/N=C/C=C/c1ccccc1	-18%	-3%	4%	-0.3	-3	-32%	-9%	9%
c1ccc(-c2cc3ccccc3nc2N2CCCC2)cc1	-19%	-10%	8%	-3.1	17	-47%	1%	19%[9.22 µM]
COc1ccc(C(CCN2CCCC(C)C2)c2c(OC)cc(OC)c3c2OC(=O)CC3c2cc(OC)c(OC)c(OC)c2)cc1 (stereo not drawn)	13%	3%	-4%	-0.6	2	27%	6%	1%

Not a hit list; overall some 4.1% were active at least once.
